T cell modulator – modulates CD8 T cell binding to vesicles. 2C CD8+ T cell-vesicle binding, flow cytometry; stronger effect = lower value. calls only at 7 µM. 330,000 compounds, 0.068% hits. AID 2052;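 active = response, share of CD8 T cells binding vesicles, and their 90th percentile fluorescence all below set limits, cut at about 80% in these data, passing the limit was not always enough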
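Read-out – percent CD8+ FL2 mean versus row control · System – murine 2C transgenic CD8+ T lymphocytes · Times – 1.5 h cell–vesicle binding at 37 °C, then 20 min icy labelling · Control set – naked vesicles low, QL9 vesicles with vehicle high · Detection – cytometric PE anti-B7-1 and Alexa647 anti-CD8 signals after 1% paraformaldehyde fixation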
b-catenin transl – alters nuclear translocation of beta-catenin in HeLa cells. AID 1665. nuclear translocation activity, % at 5 µM. 190,000 compounds, 0.3% hits. immunofluorescence imaging;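 active = nuclear translocation activity above 50% at 5 µM, with a well cell count of 50 or more; inconclusive = wells under 50 cells across six images, flagged as toxic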;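 also: per-cell ratio of nuclear to cytoplasmic median beta-catenin stain intensity; plate controls were DMSO negative control for no effect and GSK-3 inhibitor IX positive control for full effect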
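Test system: HeLa cells, endogenous beta-catenin; Compound: single 5 µM dose plus 0.02–20 µM confirmation series; Times: compound exposure 24 h at 37°C; Signal: fluorescence imaging of beta-catenin antibody stain plus DAPI; Read-out: % activation, nuclear-to-cytoplasmic median beta-catenin signal ratio per cell.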
WT yeast gro inh – growth inhibition of WT yeast, mitochondrial fusion screen | 190,000 compounds, 2.1% hits | inhibition, % at 10 µM | mitochondrial fusion phenotypic screen, WT strain; in the data active = inhibition above about 58%; tested in S. cerevisiae
Rac1 GTP hydrolysis – MgcRacGAP GTPase-activating activity inhibitors, confirmation, biochemical, ADP Hunter fluorescence. AID 624330. 340,000 compounds, 0.6% hits. inhibition, % at 30 µM, or IC50 in µM where a hit was titrated. MgcRacGAP-stimulated Rac1 GTP hydrolysis, ADP Hunter fluorescence; higher % means a stronger effect; GST-tagged Rac1 F28L mutant substrate;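 active = first-screen hits whose inhibition reached a set limit at any dose in the follow-up dose series; inconclusive = inhibition above the set first-screen limit but never retested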;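 also: fluorescence reports GDP produced by GAP-driven GTP hydrolysis; strong numbers were not always called active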
SV40 large T antigen – SV40 large T antigen inhibitors, biochemical (AID 1903). SV40 large T antigen ATPase/helicase inhibition assay; higher % means a stronger effect. inhibition, % at 20 µM; hits with a dose series show IC50 in µM. 310,000 compounds, 0.39% hits; in the data active = a potency from the dose series; inconclusive = inhibition mostly from about 32% at the one dose, without a potency; inactive = the rest, 99 in 100 with inhibition below about 32%; also: strong numbers were not always called active
RSV CPE inhibition – inhibition of RSV-induced cytopathic effect – HEp-2 cells, primary 10 µM value included (AID 2391); 310,000 compounds, 0.13% hits; HEp-2 cells, RSV-induced CPE inhibition; higher % means a stronger effect; one-dose CPE inhibition, % at 10 µM; IC50 in µM for titrated hits; in the data active = a potency from the dose series; inconclusive = CPE inhibition mostly from about 23% at the one dose, without a potency; inactive = the rest, 99 in 100 with CPE inhibition below about 21%; also: strong numbers were not always called active
Myeloid diff MLP – compounds promoting myeloid differentiation; 360,000 compounds, 1% hits; AID 624256; calls only at 10 µM; ER-HoxA9 myeloid progenitors, lysozyme-GFP differentiation, flow cytometry;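 active = normalized GFP-positive differentiation at or above the plate's own cutoff, the solvent-only control mean plus 3 SD; inconclusive = no clear call, values can overlap the other calls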;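 also: cells exposed to compound for four days before flow analysis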
Salmonella PhoP GFP – inhibitors of PhoP regulon expression, primary screen, Salmonella Typhimurium, GFP reporter (AID 1863); S. Typhimurium PhoP-regulated promoter GFP reporter, 4 h; higher % means a stronger effect; inhibition, % at 50 µM, or IC50 in µM where a hit was titrated; 300,000 compounds, 0.16% hits;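 active = inhibition over 29.93%, a cutoff 3 SD above the screen mean, later confirmed by dose response; inconclusive = inhibition over 29.93% but no dose response follow-up; inactive = inhibition at most 29.93% or unconfirmed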;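 also: 0% = low Mg2+ inducing control and 100% = high Mg2+ repressing control; strong numbers were not always called active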
West Nile virus CPE – West Nile virus antiviral activity, cell-based, CPE readout (AID 1621). West Nile virus-infected cells, CPE inhibition; higher % means a stronger effect. CPE inhibition, % at 10 µM, or IC50 in µM where a hit was titrated. 290,000 compounds, 0.02% hits; in the data active = a potency from the dose series; inconclusive = CPE inhibition mostly from about 3.7% at the one dose, without a potency; inactive = the rest, 99 in 100 with CPE inhibition below about 2.2%; also: strong numbers were not always called active
WT yeast gro inh mutant strain – recorded beside WT yeast gro inh, whose call it bears; inhibition, %; mitochondrial fusion phenotypic screen, mutant strain inhibition
b-catenin transl cell count 5 µM – second read-out of b-catenin transl, no call of its own (marks repeat the call); cell count; measured here: cell count, cytotoxicity flag
T cell modulator vesicle-bound % – recorded beside T cell modulator, whose call it bears; double positive events, %; measured here: CD8+ vesicle-bound cell fraction;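 binding gate set so that unloaded-vesicle control wells show 10% double positive cells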
Myeloid diff MLP GFP+ MAC1+ % – further read-out of Myeloid diff MLP, marked with its call; GFP+ MAC1+ double positive, %; measured here: differentiation confirmed by MAC1 staining
Numbers without * were called inactive; i = inactive; ? = inconclusive; / = not tested or not shown. Outcome played no part in choosing rows. About 3.6% of those tested had a hit in this group.

SMILES	T cell modulator	T cell modulator vesicle-bound %	b-catenin transl	b-catenin transl cell count 5 µM	WT yeast gro inh	WT yeast gro inh mutant strain	Rac1 GTP hydrolysis	SV40 large T antigen	RSV CPE inhibition	Myeloid diff MLP	Myeloid diff MLP GFP+ MAC1+ %	Salmonella PhoP GFP	West Nile virus CPE
O=C1C(Cl)=C(N2CCCCC2)C(=O)N1c1ccccc1	i	16	0.7	1348	-6	6	7%	7%	1.6%	i	6.2	-16%	-0.2%
O=C(NCc1ccncc1)c1ccccc1Nc1ccc(SC(F)F)cc1	i	28	/	/	/	/	1%	10%	9.3%	i	0.5	-1%	-0.5%
CCOc1ccc(C(C(=O)NC(C)(C)C)N(CCOC)C(=O)CCC(=O)Nc2ccccn2)cc1 (centres undefined)	i	24	/	/	/	/	8%	4%	3.1%	i	1.9	8%	-0.8%
COc1ccc(C(=O)NC(=O)Nc2ncccc2C)cc1	i	46	/	/	-3	-3	1%	-4%	-0.7%	i	0.5	10%	-0.4%
CNc1ncc(C(=O)c2ccc(F)cc2)s1	i	48	0.3	1133	18	8	-3%	7%	-1.6%	i	0.1	-8%	-0.5%
COc1ccc(CCNC(=O)c2ccc3c(c2)N(Cc2ccccc2)CCS3)cc1OC	i	32	/	/	/	/	9%	13%	12%	i	0.3	-4%	-0.2%
Cn1cc(/C=N/NC(=O)c2cccc([N+](=O)[O-])c2)c2ccccc21	i	41	/	/	1	6	-11%	7%	4.9%	i	1.5	-2%	0.4%
O=C(NCCN1CCOCC1)c1cccc(Br)c1	i	56	/	/	/	/	16%	7%	0.8%	i	0.5	/	/
Cn1cnc2c1c(=O)n(Cc1ccccc1)c(=O)n2C	i	27	/	/	16	1	12%	3%	0.5%	i	1.7	7%	0.0%
Cc1ccc(NC(=O)COC(=O)C2C3CC4OC(=O)C2C4C3)cc1 (centres undefined)	i	16	/	/	/	/	7%	-8%	0.2%	i	0.2	6%	-0.2%
Cc1cc2ccccn2c1C(=O)c1nc(NCc2ccco2)ncc1Cl	i	63	-3.3	1124	3	5	14%	6%	?	i	1.1	3%	0.4%
CN(c1ccc(C(=O)NCc2ccncc2)cc1)S(C)(=O)=O	i	32	-0.3	1039	10	4	5%	2%	-0.4%	i	0.0	9%	0.0%
CCN(CC)C(CNC(=O)CSc1nnnn1-c1ccc(C)c(C)c1)c1ccco1 (centres undefined)	i	20	/	/	/	/	5%	/	-0.4%	i	0.5	/	/
CN1C(=O)C(=O)/C(=C(/O)c2ccc(Br)cc2)C1c1ccc(Cl)cc1 (centres undefined)	i	56	/	/	/	/	-4%	5%	-0.2%	i	1.0	3%	-0.2%
O=C1CC(c2cc(F)ccc2F)c2cc3c(cc2N1)CCC3 (centres undefined)	i	56	-1.0	1070	-4	-36	12%	/	0.0%	?	/	/	-1.4%
Cc1cc(C)nc(N(C#N)Cc2ccc(Cl)cc2)n1	i	24	4.1	894	9	-8	2%	0%	0.5%	i	0.2	-6%	-1.9%
Cn1c(C(=O)N2CCCC(C(=O)N3CCN(C(=O)c4ccco4)CC3)C2)cc2sccc21 (centres undefined)	i	34	/	/	-19	-2	7%	2%	1.1%	i	3.9	-4%	-0.2%
Cc1c(C(=O)NC(C)C)oc2c1-c1[nH]ncc1CC2	i	33	1.8	1429	14	13	11%	-6%	4.8%	i	0.5	-5%	0.2%
COC(=O)Cc1ccc(NC(=S)NCc2ccco2)cc1	i	53	-3.3	1184	7	3	10%	10%	0.7%	i	0.6	-6%	0.8%
O=C(NCCc1ccccn1)c1cc(C(=O)C2CCCCC2)c[nH]1	i	38	/	/	25	10	3%	19%	0.8%	i	1.8	5%	-0.1%
O=C(O)Cc1csc(-c2ccc(F)cc2)n1	i	60	-2.3	1072	1	-9	1%	7%	1.9%	i	0.3	6%	0.3%
Cc1cnc(NC(=O)CSc2c(Cl)cccc2Cl)s1	i	1	/	/	3	13	5%	2%	1.0%	i	0.7	-10%	0.2%
O=C(Nc1ccccc1Cl)/C(Cl)=C(\Cl)S(=O)c1ccccc1 (centres undefined)	i	32	2.0	1474	96*	93*	23µM*	35%	-2.0%	?	/	6%	-2.6%
Cc1nn(C2CCS(=O)(=O)C2)c(Cl)c1/C=C/C(=O)OCC(=O)Nc1ccc2c(c1)OCO2 (centres undefined)	i	39	13	769	-19	12	4%	24%	5.8%	i	0.1	-2%	0.6%
COc1ccc(NC2CCCN(C(=O)CCc3cccc(F)c3)C2)cc1 (centres undefined)	i	8	/	/	/	/	75µM*	33%	0.3%	i	0.4	-7%	1.0%

Further compounds follow.
SMILES	T cell modulator	T cell modulator vesicle-bound %	b-catenin transl	b-catenin transl cell count 5 µM	WT yeast gro inh	WT yeast gro inh mutant strain	Rac1 GTP hydrolysis	SV40 large T antigen	RSV CPE inhibition	Myeloid diff MLP	Myeloid diff MLP GFP+ MAC1+ %	Salmonella PhoP GFP	West Nile virus CPE
Cc1nn(-c2ccccc2)c(C)c1/C=N\N1CCN(c2ccc(Cl)cc2)CC1	i	35	-1.4	1084	12	-39	1%	-6%	5.0%	i	0.8	9%	1.1%
CC(C)N=C1CC(C)(C)CC(=O)/C1=C(/O)CCCN1C(=O)c2ccccc2C1=O	i	57	-0.5	1033	-7	5	4%	13%	0.0%	i	0.7	-4%	-0.3%
COc1ccc(C(=O)NCCc2cc3c(OC)ccc(OC)c3[nH]c2=O)cc1OC	i	59	-1.7	1131	13	19	12%	2%	4.0%	i	0.5	-12%	0.1%
COc1ccc(CCNC(=O)Cn2nnc3ccccc3c2=O)cc1	i	13	-1.4	1103	-11	-1	9%	24%	1.2%	i	0.5	-11%	-0.2%
CC(=O)N1N=C(c2ccc(Cl)cc2)OC12CCCC2	i	5	0.8	1357	/	/	17%	0%	1.5%	i	0.3	4%	0.7%
Cc1nc(SCC(=O)Nc2c(C)n(C)n(-c3ccccc3)c2=O)n[nH]1	i	20	-2.6	1163	-10	-9	6%	6%	1.2%	i	0.3	-1%	0.0%
CC(=O)c1cc(CN2CCC(n3nccc3NC(=O)c3ccccc3Cl)CC2)cs1	i	11	/	/	/	/	6%	8%	0.7%	i	0.8	-3%	-0.2%
CC(=O)Nc1nc(-c2ccc(Cl)cc2)ns1	i	36	-2.6	563	29	4	6%	-5%	2.2%	i	0.3	-6%	-1.4%
Cc1cc(C)n(C(=O)CN2C(=O)c3ccccc3C2=O)n1	i	42	2.0	932	-3	-10	8%	16%	-0.2%	i	6.3	2%	-0.3%
CCCN(C(=O)C1CSC2(C)CCC(=O)N12)c1c(N)n(Cc2ccccc2)c(=O)[nH]c1=O (centres undefined)	i	39	/	/	/	/	4%	16%	-2.0%	i	0.8	7%	/
Cc1ccc(Nc2cc(C)nc3ccc(C)cc23)cc1	i	5	/	/	/	/	18%	-15%	43%	i	0.3	-1%	-0.5%
CC1Cc2ccccc2N1C(=O)COC(=O)Cn1cnc2ccccc2c1=O (centres undefined)	i	10	-6.6	1041	3	-4	-5%	19%	2.5%	i	1.0	-1%	0.7%
CCCCc1nnc(NC(=O)CCS(=O)(=O)Cc2ccccc2)s1	i	70	/	/	/	/	9%	11%	1.5%	i	0.4	1%	-0.8%
Cc1c(-c2cccs2)[n+](=O)c2c(n1[O-])CCC2	i	32	-2.2	1171	-7	-2	10%	15%	0.9%	i	0.4	10%	0.1%
CCOc1ccc(CCNC(=O)CCC(=O)N2CCSc3ccccc32)cc1OCC	i	41	/	/	/	/	-4%	/	0.7%	i	0.9	/	-0.5%
COc1ccc(S(=O)(=O)NCCC(=O)NCc2cccs2)cc1	i	13	-5.2	881	22	8	7%	22%	0.6%	i	1.3	-2%	0.6%
O=C(NCc1ccco1)/C(=C/c1ccc(C(F)(F)F)cc1)c1nc2ccccc2[nH]1	i	64	/	/	-25	-6	3%	84%	1.6%	i	0.3	12%	-0.1%
CS(=O)(=O)c1ccccc1C(=O)N1CCN(Cc2ccccc2)CC1	i	62	3.3	934	-11	-38	-5%	5%	-1.7%	i	0.3	-2%	0.1%
Cn1nc(C(C)(C)C)cc1C(=O)NN1CCOCC1	i	39	/	/	/	/	3%	18%	-0.4%	i	1.9	-3%	-0.3%
C/C(=N/NC(=O)CNC(=O)c1cccs1)c1ccc(Cl)cc1	i	1	/	/	/	/	5%	3%	0.6%	i	0.2	-3%	-0.9%
COc1cc2c(c(OC)c1OC)-c1ccc(N(C)CC(OC)OC)c(=O)cc1[C@@H](NC(C)=O)CC2	i	22	/	/	/	/	0%	17%	0.6%	/	/	/	-0.6%
Cn1cc(S(=O)(=O)CC(=O)Nc2ccc3c(c2)OCO3)c2ccccc21	i	20	3.9	1159	2	2	-7%	2%	1.9%	i	3.3	-2%	-0.6%
Cc1cc(Nc2ccc(C)c(Cl)c2)nc(N2CCOCC2)n1	i	36	-0.5	1277	/	/	/	4%	/	i	0.4	-2%	-0.1%
COc1ccc(N/N=C(\C#N)C(N)=O)cc1	i	45	-1.7	1095	29	-2	12%	13%	8.2%	i	0.4	0%	1.1%
COc1ccccc1OCCSc1nc2ccccc2n1CC(N)=O	i	61	/	/	/	/	9%	7%	1.6%	i	0.9	4%	-0.3%
CCOc1cc(NC(=O)CC(C)C)c(OCC)cc1NC(=O)CCn1nnc2ccccc21	i	51	0.5	847	5	4	4%	13%	1.9%	i	0.5	0%	0.2%
C=CCN(C(=O)c1csnn1)C(C(=O)NC1CCCCC1)c1ccccc1F (centres undefined)	i	34	/	/	/	/	2%	8%	1.7%	i	0.9	7%	-0.7%
COc1ccccc1CN(Cc1cccnc1)S(=O)(=O)c1ccc(-n2cnnn2)c(OC)c1	i	26	/	/	/	/	4%	8%	5.4%	i	2.5	-2%	-0.8%
N/C(=N\NC(=O)Nc1ccccc1)c1ccccn1	i	48	0.6	1208	/	/	/	15%	1.2%	i	0.2	-10%	0.1%

High-throughput results from PubChem BioAssay.
